# FUS yeast rescue – FUS proteinopathy suppression in yeast; Potency, µM (top dose mostly 76.6 µM), without a hit: at the highest dose growth rescue (activation), usual class: activators; 390,000 tested, 0.24% active; S. cerevisiae FUS-expressing, growth rescue, OD600, 24 h; AID 1347120;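 also: plate controls were DMSO vehicle for no effect and reference control for full effect; nearly all actives have a fitted effect of over 55% in size; some results filed as inactive show a strong effect at the top dose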
#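 Toxicity suppression screen in FUS-yeast. Cells induced with 2% galactose, starting OD 0.005, treated 24hr at 30C with compounds at multiple final concentrations; growth by OD600.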
# TDP-43 yeast inh – rescues yeast growth from TDP-43 toxicity | 410,000 tested, 1.8% active | TDP-43 expressing yeast growth rescue, BacTiter-Glo, 24 h | Potency, µM (doses to about 46.1 µM), without a hit: at the top dose growth rescue (activation), most hits filed as activators; also: % of control where 0% means no effect; nearly all actives have a fitted effect of over 50% in size
#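 Luminescence from BacTiter-Glo reports growth of TDP-43-expressing yeast after 24 hr at 30 deg C with compound. Cells were raffinose-pregrown to mid-log, then seeded in galactose medium at OD600=0.02.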
# EPAC1 ag – EPAC1 (human) agonism | O95398 | EPAC1 agonist qHTS, biochemical assay; response scale: 100% = response to 6.5 mM cAMP | Potency, µM (top dose mostly 154 µM), for the others: at the top dose activation, most hits filed as activators | 360,000 tested, 0.073% active; also: nearly all actives have a fitted effect of over 60% in size
# Target sequence (O95398 whole entry, looked up): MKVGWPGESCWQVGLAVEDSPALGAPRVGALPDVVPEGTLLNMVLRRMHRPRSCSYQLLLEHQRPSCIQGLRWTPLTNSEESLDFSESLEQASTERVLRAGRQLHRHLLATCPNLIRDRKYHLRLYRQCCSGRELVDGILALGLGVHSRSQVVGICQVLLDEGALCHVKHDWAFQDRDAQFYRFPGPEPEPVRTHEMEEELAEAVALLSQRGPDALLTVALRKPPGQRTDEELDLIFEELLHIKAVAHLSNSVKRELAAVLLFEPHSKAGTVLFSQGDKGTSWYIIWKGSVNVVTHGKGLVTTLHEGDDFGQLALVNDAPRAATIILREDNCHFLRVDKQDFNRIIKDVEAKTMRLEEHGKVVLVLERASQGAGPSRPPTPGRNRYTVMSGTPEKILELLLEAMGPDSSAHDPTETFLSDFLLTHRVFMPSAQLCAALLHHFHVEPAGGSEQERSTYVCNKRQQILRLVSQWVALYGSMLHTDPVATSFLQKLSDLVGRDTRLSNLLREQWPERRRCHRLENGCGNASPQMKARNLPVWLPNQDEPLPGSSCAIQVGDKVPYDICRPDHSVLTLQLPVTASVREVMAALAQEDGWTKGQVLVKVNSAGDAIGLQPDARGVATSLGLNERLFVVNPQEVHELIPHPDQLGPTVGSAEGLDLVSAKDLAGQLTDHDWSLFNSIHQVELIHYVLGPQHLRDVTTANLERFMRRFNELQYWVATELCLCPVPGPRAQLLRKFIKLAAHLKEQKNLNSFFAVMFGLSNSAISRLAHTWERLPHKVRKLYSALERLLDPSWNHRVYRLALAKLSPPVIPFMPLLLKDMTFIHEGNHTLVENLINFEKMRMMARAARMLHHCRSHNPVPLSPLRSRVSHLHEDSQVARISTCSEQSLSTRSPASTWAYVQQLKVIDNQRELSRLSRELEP
#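 Nucleotide exchange by EPAC1 (100 nM) on Rap1B–BODIPY-GDP (250 nM) in the presence of 50 uM GDP is tracked fluorescently at 480/540 nm over 30 min. Signals are normalized to a 6.5 mM cAMP control.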
# PTHR1 agonist – activates the human parathyroid hormone receptor PTHR1 | Q03431 | HEK293 GP2 PTHR1 cells, GloSensor cAMP luminescence, 1 h | Potency, µM (top dose mostly 115 µM), without a hit: at the top dose activation, actives largely listed as activators | 410,000 tested, 0.075% active | AID 743266; also: nearly all actives have a fitted effect of over 55% in size; some results filed as inactive show a strong effect at the top dose; inactives centre near -15; many of its hits are not listed in these tables
#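 HEK-293-derived GP2 cells expressing PTHR1 and a GloSensor cAMP reporter, 3,000/well, plated overnight, given luciferin plus IBMX (each 0.5 mM as added) for 1 h at 37 °C, then compound for 1 h at 37 °C. Luminescence was read after 15 min at room temperature.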
# aSyn rescue – inhibitors of alpha-synuclein toxicity in yeast. Yeast expressing alpha-synuclein, growth rescue, BacTiter-Glo, 24 h. Potency, µM (top dose mostly 46.1 µM), for the others: top-dose growth rescue (activation), hits mostly activators. 370,000 tested, 0.14% active; also: % of control where 0% means no effect; nearly all actives have a fitted effect of over 65% in size
#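 Screening used galactose-induced yeast with toxic alpha-synuclein levels, exposed to compound for 24 hr at 30 deg C. Cell growth, read with BacTiter-Glo luminescence, gave the measured signal.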
# EPAC1 antagonist – blocks human EPAC1 exchange factor; O95398; EPAC1 GEF assay, Rap1b-BODIPY-GDP exchange fluorescence; Potency, µM (highest dose often 115 µM), for inactives: top-dose activity change, negative = inhibition, hits mostly inhibitors; 360,000 tested, 0.14% active;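 also: plate controls were vehicle for no effect and positive control for full effect; nearly all actives have a fitted effect of over 50% in size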
# EPAC2 antag – EPAC2 (human) antagonism; EPAC2 GEF exchange of Rap1B-BODIPY-GDP, fluorescence; 360,000 tested, 0.18% active; Potency, µM (top dose mostly 114 µM), for inactives: at the highest dose activity, negative = inhibition, hits mostly inhibitors; Q8WZA2; also: % is scaled to controls: 0 for no effect and ±100 for the full control effect; nearly all actives have a fitted effect of over 45% in size; many of its hits are not listed in these tables
# EPAC2 ag – activates human EPAC2 exchange factor; Q8WZA2; EPAC2 activation, biochemical qHTS; response scale: 100% = 6.5 mM cAMP response; Potency, µM (titrated, usually from 154 µM), without a hit: at the highest dose activation, hits mostly activators; 360,000 tested, 0.079% active; AID 720711; also: nearly all actives have a fitted effect of over 50% in size
#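 Compounds were added across a concentration range to EPAC2 (100 nM), RAP1B-BODIPY-GDP (250 nM) and GDP (50 uM). After 5 min at room temperature, fluorescence was recorded at 5-min intervals for 30 min.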
# * = called active by the depositor; i = inactive; ? = inconclusive; · = no result given; & = joins results of further samples; [ ] = another dose, or the depositor's remark. Calls follow the shape of the dose curve; as a rule, active = well fitted curve in the direction sought with a large enough effect; inconclusive = small, poorly fitted or top-dose-only effect, or another doubt; inactive = no such curve, though single readings can be large; an effect the other way counts as inactive or inconclusive. Potency is read from the fitted curve at half-maximal effect.
SMILES,FUS yeast rescue,TDP-43 yeast inh,EPAC1 ag,PTHR1 agonist,aSyn rescue,EPAC1 antagonist,EPAC2 antag,EPAC2 ag
CCOc1ccc(S(=O)(=O)N2CCC(C(=O)NC3CCCCC3)CC2)cc1,6%,-14%,5%,-45%[inhibitor],5%,4%,-2%,-5%
O=C(c1cccc(F)c1)N1CCN(Cc2ccco2)CC1,11%,3%,6%,i,6%,9%,9%,17%
COC(=O)/C(=N/Nc1ccccc1Cl)Sc1nnc(C(O)c2ccccc2)n1-c1ccccc1 (centres undefined),11%,10%,9%,-7%,-2%,-3%,-13%,-4%
O=C(NC(=S)Nn1cnnc1)c1ccc(F)cc1Cl,-2%,5%,5%,i,0%,-2%,2%,6%
CN(CC1COc2ccccc2O1)C(=O)CSc1ncccn1 (centres undefined),?,3%,6%,i,-8%,7%,-6%,4%
CCCCN(C(=O)CSCc1c(C)noc1C)c1c(N)n(CCCC)c(=O)[nH]c1=O,6%,28%,-2%,-45%[inhibitor],1%,8%,10%,-2%
COc1ccc(O)c(/C=N/c2sc(C)c(C)c2C#N)c1,15%,5%,7%,i,6%,-17%,-2%,-15%
Cc1nc(Cl)sc1C(=O)Nc1ccc(Cl)cc1,11%,?,-1%,i,-9%,7%,6%,25%
CC(O)[C@H]1CNCCN1CCc1cccc2ccccc12 (some centres undefined),-14%,21%,-8%,-22%,1%,-14%,15%,-1%
CCOc1ccc(NC(=O)c2nn(C)cc2Br)cc1,8%,-10%,4%,-13%[57.5 µM],-23%,3%,-2%,-3%
O=C(NNC(=S)Nc1ccccc1Cl)c1ccccc1,·,13%,-2%,-18%,-5%,7%,-4%,-4%
CCc1nnc(NC(=O)CN2C(=O)N(C)C3(CCCCC3)C2=O)s1,·,-21%,7%,i,1%,10%,25%,13%
O=[N+]([O-])c1ccc(COc2cccc(CN3CCOCC3)c2)cc1,-16%,17%,-7%,-29%,7%,8%,12%,0%
COCCNc1nc(C)cc(-c2cc(C(=O)NC3CCCC3)on2)n1,-9%,13%,5%,-23%,6%,-8%,2%,5%
Nc1nc(SCC(=O)Nc2ccccc2)[nH]c(=O)c1NC(=O)c1cccs1,-16%,2%,-7%,i,0%,9%,25%,6%
Cc1ccc(SC[C@H](C)CN2CC[C@H](C(C)(C)C)CCC2=O)cc1,42%,-10%,-6%,-2%,-22%,-17%,?,7%
COc1ccc(S(=O)(=O)NCC2CCCN(C(=O)c3occc3C)C2)cc1 (centres undefined),-20%,2%,-2%,i,1%,1%,10%,-5%
Cn1c(Sc2ccc(C(F)(F)F)cc2[N+](=O)[O-])nnc1-c1ccccc1,20%,-15%,-1%,-6%[57.5 µM],17%,-1%,0%,1%
COc1ccc(CNS(=O)(=O)c2c(C)[nH]c(C)c2C(=O)N2CCCCC2)cc1,9%,12%,-3%,i,4%,11%,8%,1%
COc1ccc(Nc2cc(C)c3ccc(O)cc3n2)cc1,-15%,1%,-9%,-13%,-2%,-6%,6%,5%
CC(=O)Nc1ccc(S(=O)(=O)NCc2ccccn2)cc1,·,-21%,4%,-24%,-10%,5%,3%,3%
C/C(=N\NC(=O)COc1cc(C)cc(C)c1)c1ccc(N2CCOCC2)cc1,3%,-2%,1%,-93%[inhibitor],0%,-10%,-11%,-3%
Cc1sc2nc(-c3cccnc3)[nH]c(=O)c2c1-c1ccccc1,-3%,?,9%,-10%,0%,1%,-13%,1%
CCN(CC)S(=O)(=O)c1ccc(NCC2COc3ccccc3O2)c([N+](=O)[O-])c1 (centres undefined),10%,0%,10%,-29%,?,-7%,0%,2%
CCOC(=O)c1sc(/N=C/c2ccc(O)cc2O)cc1C,-3%,7%,14%,-19%,1%,-23%,-5%,2%

# Part of the list above in order of number of heavy atoms, high to low.
SMILES,FUS yeast rescue,TDP-43 yeast inh,EPAC1 ag,PTHR1 agonist,aSyn rescue,EPAC1 antagonist,EPAC2 antag,EPAC2 ag
COC(=O)/C(=N/Nc1ccccc1Cl)Sc1nnc(C(O)c2ccccc2)n1-c1ccccc1 (centres undefined),11%,10%,9%,-7%,-2%,-3%,-13%,-4%
CCc1nnc(NC(=O)CN2C(=O)N(C)C3(CCCCC3)C2=O)s1,·,-21%,7%,i,1%,10%,25%,13%
COc1ccc(O)c(/C=N/c2sc(C)c(C)c2C#N)c1,15%,5%,7%,i,6%,-17%,-2%,-15%
CCOc1ccc(NC(=O)c2nn(C)cc2Br)cc1,8%,-10%,4%,-13%[57.5 µM],-23%,3%,-2%,-3%

# Additional results.
SMILES,FUS yeast rescue,TDP-43 yeast inh,EPAC1 ag,PTHR1 agonist,aSyn rescue,EPAC1 antagonist,EPAC2 antag,EPAC2 ag
COC(=O)c1cnc(SCc2ccc(C)cc2)n1C,-12%,?,4%,-25%,5%,-14%,-8%,-1%
COc1ccc(NS(=O)(=O)c2ccc(-c3coc(C)n3)cc2)cc1,14%,6%,-3%,i,9%,-8%,-1%,1%
O=C(CCc1ccccc1)NCCc1nc2ccccc2[nH]1,-20%,23%,12%,-9%,-10%,-15%,2%,13%
O=C(O)CNC(=S)N(Cc1ccco1)Cc1ccccc1Cl,-7%,14%,5%,i,0%,-3%,2%,7%
CCOc1ccc(NS(=O)(=O)c2ccc(C(=O)NNC(=O)c3ccccc3O)cc2)cc1,-10%,-10%,6%,i,-8%,-9%,-16%,5%
CC(C)CNC(=O)c1cnn2c(C(F)(F)F)cc(C(F)(F)F)nc12,8%,5%,-9%,i,2%,-8%,-2%,2%
O=c1c(Cl)c(O)c2cccc3c4ccccc4n1c23,·,-86%[inhibitor],-2%,-19%,-68%[inhibitor],-17%,?,-1%
OCCNC(=S)Nc1ccc(Cl)c(Cl)c1,·,-3%,-4%,-23%,-1%,16%,6%,2%
COc1cccc(/C=N/NC(=O)CN(C2=NS(=O)(=O)c3ccccc32)c2ccccc2)c1,9%,21%,-20%,0%,3%,1%,10%,-11%
CCOC(=O)Cc1csc(NC(=O)c2ccc3ncsc3c2)n1,17%,14µM*,7%,-4%,-15%,3%,1%,16%
CC(=O)Nc1nnc(SCC(=O)NCCOc2ccccc2)s1,-19%,5%,6%,-17%[57.5 µM],0%,3%,-3%,-1%[15.6 µM]
COc1ccc(C2CC(c3ccccc3)=NN2C(=O)CSc2nnnn2-c2cccc(C)c2)cc1 (centres undefined),16%,-7%,0%,i,-3%,-15%,26%,23%
Cc1nc(SCCOc2ccc(F)cc2)c2ccccc2n1,0%,23%,10%,-2%,2%,-6%,-13%,14%
NC(=O)c1cc(N2C(=O)C=CC2=O)ccc1Cl,29%,-6%,10%,-28%,12%,1%,3%,-3%
COc1ccc(CN(C)C(=O)c2cccc(NC(=O)CC3SC(N4CCCCC4)=NC3=O)c2)c(OC)c1 (centres undefined),34%,0%,11%,-23%,1%,-31%,-14%,-1%
CCOc1ccccc1NC(=O)CN1C(=O)C(C)SC(C)C1=O (centres undefined),6%,11%,8%,i,-1%,0%,5%,7%
COc1ccc([C@H]2CC(=O)C=C(c3ccc4c5c(cccc35)CC4)C2)cc1,32%,26%,8%,i,11%,-21%,-9%,4%
O=C(Cn1nc(Cc2cccnc2)c2ccccc2c1=O)N1CCN(C(=O)c2ccco2)CC1,-15%,1%,5%,-10%,-2%,-10%,7%,11%
CSC(=CC(=O)c1ccc(F)cc1)SC,-22%,-6%,0%,i,-1%,6%,0%,3%
COc1ccc(CC(=O)OCC(=O)NC(=O)NC2CCCC2)cc1,-8%,27%,1%,-16%,1%,2%,-17%,0%
OC(C#CCN1CCCCC1)c1ccccc1 (centres undefined),10%,-15%,-2%,?,0%,-2%,9%[57.1 µM],6%
CC(=O)c1cc2cccc(OC3(C)CCN(Cc4ccc(-c5ccccn5)cc4)C3)c2o1 (centres undefined),-5%,-5%,1%,-12%,-1%,-19%,2%,21%
O=C(NCc1cccs1)C1CCCN(S(=O)(=O)c2cccc3cccnc23)C1 (centres undefined),3%,4%,1%,-1%,1%,-5%,1%,2%
Fc1ccccc1N1CCN(Cc2cccnc2)CC1,2%,-19%,2%,i,-3%,29%,5%,2%
Cc1cc(NCc2cccnc2)nc(N)n1,-24%,7%,14%,0%,0%,8%,3%,8%
SMILES,FUS yeast rescue,TDP-43 yeast inh,EPAC1 ag,PTHR1 agonist,aSyn rescue,EPAC1 antagonist,EPAC2 antag,EPAC2 ag
Cc1nc2n(c(=O)c1CCN1CCC(c3noc4cc(F)ccc34)CC1)CCCC2,-43%,10%,-8%,i,-4%&-3%,4%,1%,2%
Cc1cc(OCCCCn2ccnc2)cc(C)c1Cl,14%,-12%,-3%,-11%,-6%,3%,-5%,5%
COc1ccc(CNC(=O)c2c(O)c3cccc4c3n(c2=O)CCC4)cc1OC,-13%,-11%,-13%,-7%[57.5 µM],2%,2%,-12%,-11%[15.6 µM]
Cc1nnc(NC(=O)c2ccc3c(c2)OCO3)s1,10%,-14%,6%,-2%,-4%,?,2%,9%
O=[N+]([O-])c1ccc(Cl)cc1Sc1nc2ccccc2o1,9%,-11%,16%,i,16%,1%,-4%,8%
COc1ccc(C(=O)NCCCc2ccccc2)cc1,-5%,12%,4%,i,4%,4%,-8%,2%
CCOC(=O)c1sc(NS(=O)(=O)c2ccccc2)nc1C,0%,-28%,0%,i,14%,12%,13%,1%
CCCCCCN(C(=O)CCCCCN1C(=O)NC(c2ccc([N+](=O)[O-])cc2)C(C(=O)OCc2ccccc2)=C1C)C(C(=O)NCCCC)C1CCCCC1 (centres undefined),-13%,17%,13%,-19%,0%,-16%,7%,-5%
CCN1C(=O)C2(C(C(=O)c3ccc(C)o3)=C(O)C(=O)N2CCCN2CCOCC2)c2ccccc21 (centres undefined),-15%,-21%,3%,i,0%,0%,2%,8%
CC(C)(C)C(=O)COc1ccccc1[N+](=O)[O-],-24%,10%,0%,i,0%,-5%,-3%,1%
Cc1ccc(C)c(N2CCN(C(=O)Cc3ccc(NC4=NC5CS(=O)(=O)CC5S4)cc3)CC2)c1 (centres undefined),?,18%,-5%,-2%,-1%,-14%,-25%,3%
CCCN1CNC(=S)N(c2ccc(C(=O)OCC)cc2)C1,·,5%,1%,9%,-4%,-20%,-3%,6%
COc1ccc(C(=O)c2ccccc2O)c(O)c1,-49%,?,-17%,-15%,2%,7%,2%,7%
Cc1cc(C)c(S(=O)(=O)N2CCOC2CNC(=O)C(=O)NCCN2CCOCC2)c(C)c1 (centres undefined),·,-4%,5%,4%,-3%,?,-2%,12%

# Full records, quoted from the list. Order of values: FUS yeast rescue	TDP-43 yeast inh	EPAC1 ag	PTHR1 agonist	aSyn rescue	EPAC1 antagonist	EPAC2 antag	EPAC2 ag
# OCCNC(=S)Nc1ccc(Cl)c(Cl)c1 in the list: ·	-3%	-4%	-23%	-1%	16%	6%	2%
# Cc1cc(NCc2cccnc2)nc(N)n1 in the list: -24%	7%	14%	0%	0%	8%	3%	8%

# Assay outcomes deposited in PubChem BioAssay by National Center for Advancing Translational Sciences (NCATS).

# An excerpt, so the mix of outcomes need not match the whole.
